Bioassay records deposited in PubChem BioAssay by Southern Research Specialized Biocontainment Screening Center.
tuberculosis growth = growth inhibition of non-replicating M. tuberculosis (AID 488890); Mycobacterium tuberculosis non-replicating, growth inhibition; higher % means a stronger effect; one-dose inhibition, % at 25 µM; IC50 in µM for titrated hits; 0.39% of 320,000 active; in the data active means a potency from the dose series; inconclusive means inhibition mostly from about 82% at the one dose, without a potency; inactive means the rest, 99 in 100 with inhibition below about 76%;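 further: plate controls were DMSO cells for no effect and high antibiotic wells for full effect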
Salmonella PhoP GFP = Inhibition of PhoP regulon, Salmonella typhi GFP reporter cells, confirmation, 4 h (AID 1850); 0.33% of 310,000 active; Salmonella Typhi PhoP-promoter GFP reporter, fluorescence, 4 h; higher % means a stronger effect; inhibition, % at 50 µM; hits with a dose series show IC50 in µM; in the data active means a potency from the dose series; inconclusive means inhibition mostly from about 25% at the one dose, without a potency; inactive means the rest, 99 in 100 with inhibition below about 19%;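 further: 0% = induced wells with vehicle and 100% = uninduced wells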
M. tuberculosis HTS = M. tuberculosis growth inhibition, HTS (AID 449762); M. tuberculosis H37Rv growth inhibition, 7H9 media; higher % means a stronger effect; inhibition, % at 25 µM, or IC50 in µM where a hit was titrated; 0.59% of 330,000 active; in the data active means a potency from the dose series; inconclusive means inhibition above about 70% without an active follow-up result;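 further: bacterial growth assessed after seven days of incubation; strong numbers were not always called active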
VEEV TC-83 Vero = inhibitors of VEEV TC-83 cytopathic effect, confirmation, Vero cells (AID 588727); Vero cells, VEEV TC-83 cytopathic effect inhibition; higher % means a stronger effect; one-dose inhibition, % at 20 µM; IC50 in µM for titrated hits; 0.13% of 350,000 active; in the data active means a potency from the dose series; inconclusive means inhibition mostly from about 14% at the one dose, without a potency; inactive means the rest, 99 in 100 with inhibition below about 12%; further: strong numbers were not always called active
H1N1 NS1A inhibition = H1N1 influenza NS1A inhibitors, functional cell based assay (AID 504329). NS1A functional cell-based assay, percent inhibition; higher % means a stronger effect. inhibition, % at 12.5 µM; hits with a dose series show IC50 in µM. 0.3% of 340,000 active; in the data active means a potency from the dose series; inconclusive means inhibition above about 27% without an active follow-up result; further: strong numbers were not always called active
VEEV TC-83 Vero 10K pilot screen = further read-out of VEEV TC-83 Vero, marked with its call; inhibition, %; measured here: 10K pilot screen inhibition
Starred values were filed as active, the others as inactive; i = inactive; ? = inconclusive; · = no result given.

SMILES | tuberculosis growth | Salmonella PhoP GFP | M. tuberculosis HTS | VEEV TC-83 Vero | H1N1 NS1A inhibition | others
Clc1ccc(CN2C3=NCCN3c3ccccc32)cc1 | 40% | 26% | -2% | 0.9% | -3%
COCC(O)CNc1ccccc1 (stereo unspecified) | -5% | -9% | 0% | 0.7% | -7%
Cc1cc(O)ccc1Nc1nc2ccccc2nc1Nc1ccc(O)cc1C | 29% | -9% | 37% | 9.2% | 2% | VEEV TC-83 Vero 10K pilot screen=5.8
CCCC(=O)NC(c1cccs1)c1cc([N+](=O)[O-])c2cccnc2c1O (stereo unspecified) | 16% | -6% | 3% | 8.9% | 13µM* | VEEV TC-83 Vero 10K pilot screen=6.4
O=C(N=Nc1c(O)[nH]c2ccccc12)c1ccc2c(c1)OCO2 | -29% | -1% | 4% | 0.9% | 4% | VEEV TC-83 Vero 10K pilot screen=0.6
COc1ccc(Cl)cc1NC(=O)CN1C(=O)CC(C)S(=O)(=O)c2ccccc21 (stereo unspecified) | 2% | 2% | 2% | 2.1% | -5%
CC(=O)c1c(C)[nH]c(C(=O)CN2C(=O)NC(C)(CCC(C)C)C2=O)c1C (stereo unspecified) | 12% | -13% | 5% | 11% | 4%
CCc1ccc(NC(=S)N2CCNC(=O)C2CC(=O)OC)cc1 (stereo unspecified) | -8% | 4% | 10% | 0.7% | 2%
CC(C)Nc1nc(Cl)nc(NC(C)C)n1 | -14% | -7% | -3% | 0.9% | 2%
CCC(=O)N1CCc2cc(OC)c(OC)cc2C1COc1ccc(F)cc1 (stereo unspecified) | -15% | 6% | -3% | i | 1%

Among those listed so far, two contain four or more nitrogen atoms:
SMILES | tuberculosis growth | Salmonella PhoP GFP | M. tuberculosis HTS | VEEV TC-83 Vero | H1N1 NS1A inhibition | others
Cc1cc(O)ccc1Nc1nc2ccccc2nc1Nc1ccc(O)cc1C | 29% | -9% | 37% | 9.2% | 2% | VEEV TC-83 Vero 10K pilot screen=5.8
CC(C)Nc1nc(Cl)nc(NC(C)C)n1 | -14% | -7% | -3% | 0.9% | 2%

(further entries)
SMILES | tuberculosis growth | Salmonella PhoP GFP | M. tuberculosis HTS | VEEV TC-83 Vero | H1N1 NS1A inhibition | others
Cc1ccc(S(=O)(=O)N2CCN(C(=O)CCC(=O)NCCc3ccc(F)cc3)CC2)cc1 | 7% | -8% | 2% | 0.4% | -6%
O=C(N/N=C/c1ccc2c(c1)OCO2)c1sc2cccc(Cl)c2c1Cl | -4% | 1% | 2% | 6.1% | 0%
CN(Cc1ccc(Cl)cc1Cl)C(=O)c1cccc(S(=O)(=O)N2CCN(c3ccccc3)CC2)c1 | 6% | -2% | 1% | 4.3% | -1%
O=C(CCc1nc2ccccc2s1)Nc1ccccc1 | 78% | -3% | -3% | 1.0% | 6%
Fc1ccccc1-c1nc(-c2ccc(Br)o2)no1 | 34% | -7% | 3% | 0.4% | -5%
COc1cc(/C=C2/CCC/C(=C\c3cc(O)c(OC)c(Cl)c3)C2=O)cc(Cl)c1O | 12% | -9% | -10% | 7.5% | 0%
OC1/C(=C/c2ccc(Cl)cc2Cl)N2CCC1CC2 (stereo unspecified) | 5% | 6% | -3% | 0.3% | 6%
COc1ccc(NC(=S)N(CCCN2CCOCC2)Cc2cn(C)c3ccccc23)cc1 | -3% | -1% | -4% | i | 5%
C/C(=N\NC(=O)C12CCC(C)(C(=O)O1)C2(C)C)c1ccccc1O (stereo unspecified) | 49% | 7% | 2% | 1.6% | 2%
CCOC(=O)C(C(=O)OCC)C1N=C(N)N=C2Oc3ccccc3N21 (stereo unspecified) | ? | 14% | ? | 4.1% | 8%
COc1ccc(NCc2nnc(SCC(=O)Nc3ccc(OC)cc3)n2C)cc1 | 12% | 4% | 8% | i | -9% | VEEV TC-83 Vero 10K pilot screen=0.6
CC(=O)Nc1ccc(S(=O)(=O)NCCSCc2ccccc2Cl)cc1 | -6% | -6% | -2% | i | -4%
CCOc1ccccc1C(=O)NC(C(=O)Nc1ccccc1N1CCOCC1)C(C)C (stereo unspecified) | 12% | -10% | -2% | 0.6% | 20%
Clc1ccc(-c2nnc(N3CCOCC3)o2)cc1 | 64% | -9% | 0% | 0.5% | 1%
COc1cccc(NC(=O)C2CC2)c1 | -5% | -2% | 21% | 0.5% | 1%
O=c1c(C/C=C/c2ccccc2)c(O)nc2n1CCCS2 | 22% | -5% | 0% | 0.9% | -3% | VEEV TC-83 Vero 10K pilot screen=0.6
Cc1cc(=O)oc2c1ccc1ccccc12 | -4% | -6% | 5% | 0.7% | -6%
Cc1nn(CC(=O)N2CCCc3ccccc32)c(C)c1[N+](=O)[O-] | 23% | 1% | 1% | 0.9% | -3%
Cc1ccc(S(=O)(=O)N(CCCc2c(C)nc[nH]c2=O)c2ccccc2)cc1 | · | · | · | 2.3% | -56%
CCOC(=O)N1CCN(C(=O)COc2ccc(Cl)c(C)c2)CC1 | 6% | -2% | -1% | i | -4% | VEEV TC-83 Vero 10K pilot screen=0.3
Cc1sc2ncnc(NCc3cccnc3)c2c1C | 7% | -2% | -6% | i | -5%
Cc1nc2ccccc2c(=O)n1-c1ccc(NS(=O)(=O)c2ccccc2)cc1 | 7% | -4% | -5% | 9.8% | -5%
Cc1ccccc1Cn1nc(C)c(NC(=O)C(F)(F)F)c1C | 23% | 3% | 0% | 0.0% | -1%
Cn1c(=O)c2c(SCc3ccccn3)nc(CC(C)(C)C)nc2n(C)c1=O | 42% | -2% | -3% | 7.9% | 1%
COC(=O)c1ccc(/C=N/NC(=O)c2ccccc2Cl)cc1 | 76% | 11% | ? | 0.8% | -2%
COc1ccc(N=Nc2nc3ccc(Br)cc3n2C)cc1 | ? | -3% | ? | 2.1% | 8%
Cc1cc(NN)nc(NS(=O)(=O)c2ccccc2Cl)n1 | 14% | 4% | 2% | 1.1% | 14%
Cc1ccc(C(=O)OCC(=O)N2C(C)CCCC2C)cc1S(=O)(=O)N1CCOCC1 (stereo unspecified) | 4% | 0% | -15% | 0.7% | 1%
COc1ccccc1NS(=O)(=O)c1cc(NC(=O)c2ccc(Cl)nc2)ccc1N1CCCC1 | 51% | · | 16% | 7.4% | -2%
COc1cccc2c(=O)n(CC(=O)N3CCCCC3)ccc12 | 6% | -5% | 5% | i | -7%
COCCN(CC(=O)Nc1ccc(F)cc1)S(=O)(=O)c1ccc(S(=O)(=O)N2CCCC2)cc1 | -12% | 4% | -2% | i | 2%
COc1ccccc1C(CNC(=O)CN1C(=O)NC(C)(c2ccc3ccccc3c2)C1=O)N1CCCC1 (stereo unspecified) | · | · | · | 3.2% | -4%
COCCNC(=O)c1ccc(C)c(NC(=O)C2=C(C)OCCS2)c1 | -5% | 2% | -1% | i | 19%
COc1ccc(N(CC(=O)Nc2ccc(C)cn2)S(=O)(=O)c2c(C)noc2C)cc1 | 25% | -2% | 3% | 0.6% | 0%
O=C(c1cc([N+](=O)[O-])ccc1N1CCOCC1)N1CCCCC1 | -7% | 10% | -8% | 3.0% | -3%
CN(CC1CCOCC1)C(=O)CC1C(=O)NCCN1Cc1ccc(F)c(F)c1 (stereo unspecified) | -11% | -1% | -11% | i | -4%
COc1ccc(N=C2S/C(=C\c3ccc(OC(C)C(=O)O)c(OC)c3)C(=O)N2CCc2c[nH]c3ccccc23)cc1 (stereo unspecified) | · | · | · | 13% | 21%
Cc1cc(C)c2c(c1)C1C=CCC1C(c1ccc(S(=O)(=O)N3CCOCC3)cc1)N2 (stereo unspecified) | 14% | -13% | -1% | 1.5% | -6%
Cc1ccc(/C=C2\SC(=S)N(CCCC(=O)N3CCOCC3)C2=O)cc1 | 58% | 6% | -3% | 5.2% | 15%
O=C(NCCCN1CCOCC1)/C(=C/c1cccnc1)NC(=O)c1ccccc1 | -11% | 4% | -1% | 2.7% | 8% | VEEV TC-83 Vero 10K pilot screen=1.4
COc1ccc(CCC(=O)N2c3ccccc3CC2C)cc1 (stereo unspecified) | 49% | -8% | 6% | 2.6% | -3% | VEEV TC-83 Vero 10K pilot screen=4.3
CC(=O)[C@@]1(O)CC[C@H]2[C@@H]3CCC4=CC(=O)CC[C@]4(C)[C@H]3[C@@H](O)C[C@@]21C | 6% | -8% | 0% | 2.1% | 4%
CN(Cc1ccncc1)C1CC(=O)N(c2ccc(F)cc2)C1=O (stereo unspecified) | 18% | 0% | -1% | 0.7% | 9%
Cc1ccc(C(=O)COC(=O)c2ccc(O)cc2)cc1 | 37% | -5% | 42% | 5.3% | -3%
CCN(CC)S(=O)(=O)c1ccc(C(=O)N2CCN(c3ncccn3)CC2)cc1 | -13% | 3% | 3% | 1.2% | 0%
c1coc(-c2nnc3sc(C4CCCCC4)nn23)c1 | 11% | -8% | -9% | 1.8% | 0%
Cc1cc(C)c(S(=O)(=O)N(C)c2ccccc2)c(C)c1 | 58% | 5% | 6% | i | 5%
CCC1CCCCN1C(=O)CCS(=O)(=O)c1ccc2c(c1)CCN2C(C)=O (stereo unspecified) | 6% | 1% | -2% | 0.7% | 6%
O=C(CCC(=O)N1CCN(C2CCCC2)CC1)Nc1nnc(C(F)(F)F)s1 | -3% | -4% | -2% | 4.5% | 5%
CC1(c2cccc(Br)c2)NC(=O)N(CC(=O)Nc2ccc3c(c2)OCCO3)C1=O (stereo unspecified) | 7% | · | -1% | 8.6% | 2%

The list goes on:
SMILES | tuberculosis growth | Salmonella PhoP GFP | M. tuberculosis HTS | VEEV TC-83 Vero | H1N1 NS1A inhibition | others
c1cncc(-c2nc(N3CCCCCC3)c3ccccc3n2)c1 | 54% | -7% | ? | 8.4% | 1%
O=C(NCc1cccnc1)/C(=C/c1ccccc1)NC(=O)c1ccccc1 | 4% | -13% | 7% | 0.9% | 8%
Cc1sc2ncn(CC(=O)N3CCCCC3)c(=O)c2c1C | -12% | -7% | -7% | i | 0% | VEEV TC-83 Vero 10K pilot screen=0.6
O=C(SCC(O)C(O)CS)c1cccs1 (stereo unspecified) | 3% | -1% | -1% | 1.5% | 9% | VEEV TC-83 Vero 10K pilot screen=0.5
Cc1ccccc1-n1c2nc(=O)n(C)c(=O)c-2cc2ccccc21 | -6% | -5% | 1% | 0.5% | -16%
O=C(NCc1ccccc1CN1CCCC1)c1ccc(Cl)c(N2CCCC2=O)c1 | 15% | · | 7% | 0.9% | -3%
Cc1cc(C)n2nc(SCC(=O)N3CCC4(CC3)OCCO4)nc2n1 | -9% | 2% | -12% | 0.1% | -3% | VEEV TC-83 Vero 10K pilot screen=0.5
CCOC(=O)C1=C(C)N=c2s/c(=C\c3ccc(OCC(=O)O)cc3)c(=O)n2C1c1ccccc1 (stereo unspecified) | 11% | -7% | -3% | 0.1% | -24%
COc1cccc(NC(=O)CCSc2ccc(C)cc2)c1 | 69% | -2% | 0% | 1.9% | 1%
O=C(NC1CCCCC1)N1CCN(C2CCCCC2)CC1 | -11% | -1% | -12% | 0.9% | 3%
Nc1nc2n(n1)C(c1ccco1)CC(c1ccc(Cl)cc1)N2 (stereo unspecified) | 5% | 7% | 1% | 2.9% | -10%
CC1CN(C(=O)c2ccccc2C(=O)c2ncc[nH]2)CC(C)O1 (stereo unspecified) | -11% | -14% | -7% | 1.2% | -4%
COC(=O)[C@H](C)NC(=O)NC1CCCc2ccccc21 (stereo partly specified) | 5% | 6% | 0% | i | -15%
Cc1cc(SCC(=O)c2ccccc2)nc(SCC(=O)c2ccccc2)n1 | -4% | 3% | 0% | 4.4% | -2%
CCc1ccc2nc(NC(=O)c3ccc(N4C(=O)CCC4=O)cc3)sc2c1 | 9% | -9% | 13% | 1.9% | 18%
CC1CCC(NC(=O)c2ccc3c(c2)OCO3)CC1 (stereo unspecified) | 62% | -8% | -7% | 1.8% | 0%
O=C1c2ccccc2C(=O)N1OCc1ccccc1 | 5% | -23% | 15% | i | -23%
COc1ccccc1NC(=O)C1CCN(C(=O)c2ccco2)CC1 | 11% | 14% | -2% | 1.4% | -8%
CNC(=O)c1cnc(-c2ccccc2)nc1-c1ccccc1 | -11% | 1% | 0% | 0.3% | -26%
Cc1ccc(S(=O)(=O)Nc2ccc(Cl)cc2)cc1NC(=O)Cn1cnc2c1c(=O)n(C)c(=O)n2C | 17% | -9% | 3% | 1.1% | 0%

Of the compounds above, 3 have a nitro group on carbon.
SMILES | tuberculosis growth | Salmonella PhoP GFP | M. tuberculosis HTS | VEEV TC-83 Vero | H1N1 NS1A inhibition | others
CCCC(=O)NC(c1cccs1)c1cc([N+](=O)[O-])c2cccnc2c1O (stereo unspecified) | 16% | -6% | 3% | 8.9% | 13µM* | VEEV TC-83 Vero 10K pilot screen=6.4
Cc1nn(CC(=O)N2CCCc3ccccc32)c(C)c1[N+](=O)[O-] | 23% | 1% | 1% | 0.9% | -3%
O=C(c1cc([N+](=O)[O-])ccc1N1CCOCC1)N1CCCCC1 | -7% | 10% | -8% | 3.0% | -3%
